CCT chaperon mod: High-Throughput Screening for Modulators of Cytosolic Chaperonin Activity; purified chaperonin ATPase assay, HTRF ADP detection, 30 min; activity change, % (no concentration beside the values), hits read low; 360,000 compounds, 0.3% hits; in the data active = activity change below about -30%; note: % is set by controls: 0 for no effect and ±100 for the full control effect
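Enzyme 40 or 20 nM (batch-dependent) in Tris pH 7.4/KCl/MgCl2/DTT; cpd 76 uM single point; ATP 10 uM; 30 min 37 °C; Transcreener ADP HTRF detection, 30 min RT; ratio 665/615.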
DRD3 antagonist: qHTS of D3 Dopamine Receptor Antagonist: qHTS; D3R cells, DiscoveRx beta-arrestin luminescence, antagonist mode; hits give low values; max response, negative = inhibition, %; 360,000 compounds, 2.5% hits; AID 652054, 2013; in the data active = max response below about -50%; inconclusive = no clear call, values can overlap the other calls; note: % is set by controls: 0 for no effect and ±100 for the full control effect; mostly tested at two doses, the higher about 12 µM
Target sequence (P35462 whole entry, looked up): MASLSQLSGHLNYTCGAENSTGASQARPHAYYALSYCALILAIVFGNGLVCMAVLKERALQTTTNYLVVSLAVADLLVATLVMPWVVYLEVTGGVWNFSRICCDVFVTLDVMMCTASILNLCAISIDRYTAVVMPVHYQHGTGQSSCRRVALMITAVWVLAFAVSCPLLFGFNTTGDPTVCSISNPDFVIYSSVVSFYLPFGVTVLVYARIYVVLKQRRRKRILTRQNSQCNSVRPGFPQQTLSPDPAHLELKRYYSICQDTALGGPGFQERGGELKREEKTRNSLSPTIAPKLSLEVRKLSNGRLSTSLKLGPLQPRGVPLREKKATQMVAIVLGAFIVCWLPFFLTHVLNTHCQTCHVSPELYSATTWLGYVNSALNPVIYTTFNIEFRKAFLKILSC
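Cells plated overnight at 1500 cells/well, then exposed to library compounds with dopamine controls for 90 minutes at 37 degrees C. DiscoveRx reagent added for 30–60 minutes at room temperature; luminescence read, quantitative HTS format.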
EPAC2 antag: qHTS for Antagonist of cAMP-regulated guanine nucleotide exchange factor 2 (EPAC2): primary screen; Rap guanine nucleotide exchange factor 4 (Homo sapiens), Q8WZA2; EPAC2 GEF exchange of Rap1B-BODIPY-GDP, fluorescence; Potency, µM (series often up to 114 µM), without a hit: at the top dose activity, negative = inhibition, actives largely listed as inhibitors; 360,000 compounds, 0.18% hits; AID 720708, 2013; note: potency is the fitted concentration of half-maximal effect; % is set by controls: 0 for no effect and ±100 for the full control effect; nearly all actives have a fitted effect of over 45% in size; many of its hits are not listed in these tables
EPAC2 agonist: qHTS for Agonist of cAMP-regulated guanine nucleotide exchange factor 4 (EPAC2): primary screen; Rap guanine nucleotide exchange factor 4 (Homo sapiens), Q8WZA2; EPAC2 activation, biochemical qHTS; response scale: 100% = 6.5 mM cAMP response; Potency, µM (highest dose often 154 µM), for inactives: at the highest dose activation, most hits filed as activators; 360,000 compounds, 0.079% hits; AID 720711, 2013; note: potency is the fitted concentration of half-maximal effect; nearly all actives have a fitted effect of over 50% in size
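Guanine nucleotide exchange by EPAC2 is measured as reduced fluorescence of BODIPY-GDP once it is released from 250 nM Rap1B. Plates are read kinetically for 30 min at room temperature; results are scaled to 6.5 mM cAMP.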
D3 ag: qHTS of D3 Dopamine Receptor Agonist: qHTS | D3R DiscoveRx beta-arrestin cells, luminescence, 90 min | max activation, % | AID 652048, 2013 | 410,000 compounds, 0.58% hits | D(3) dopamine receptor (Homo sapiens), P35462; in the data active = max activation above about 30%; note: 0% is about no effect; mostly tested at two doses, the higher about 12 µM
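Agonist-mode cell screen: cells plated at 1500/well and incubated overnight at 37 °C, then exposed to library compounds for 90 min at 37 °C. Detection reagent was added for 30–60 min at room temperature, and luminescence was read.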
MmCpn inh: Inhibitors of TCP-1 ring complex (TRiC) of Methanococcus maripaludis (MmCpn): qHTS; 330,000 compounds, 0.031% hits; Potency, µM (highest dose often 76.9 µM), for inactives: top-dose activity, negative = inhibition, actives largely listed as inhibitors; Chaperonin Mm-Cpn (Methanococcus maripaludis); purified Mm-Cpn ATPase, ADP Transcreener TR-FRET; note: potency is the fitted concentration of half-maximal effect; % is set by controls: 0 for no effect and ±100 for the full control effect; nearly all actives have a fitted effect of over 80% in size
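Eu-cryptate anti-ADP/ADP-d2 competition gives a ratio inversely related to ADP. Enzyme at 25 nM was pre-exposed to compound for 10 min, then given 10 uM ATP for 30 min, 37°C throughout.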
Akt phos inh: HTS Assay for Inhibitors of Akt Phophorylation: Primary Screen; 360,000 compounds, 0.32% hits; AID 651550, 2012; activity change, % for hits at 50 µM; Neuro2A IGF-stimulated pAkt S473 HTRF, 20 min; hits give low values; in the data active = activity change below about -80%; inconclusive = mostly about -51% to -80%; note: % is set by controls: 0 for no effect and ±100 for the full control effect
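Single-point screen (50 µM final compound) in Neuro2A cells stimulated 20 min with 6 nM IGF at 37 deg C. After lysis, Ser473-phosphorylated Akt read by HTRF (ex 330 nm, em 615/665 nm) as the 665/615 ratio.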
PTHR1 ag: qHTS for PTHR1 Agonists: Primary Screen; HEK293 GP2 PTHR1 cells, GloSensor cAMP luminescence, 1 h; AID 743266, 2014; 410,000 compounds, 0.075% hits; Potency, µM (top dose mostly 115 µM), without a hit: at the highest dose activation, usual class: activators; note: potency is the fitted concentration of half-maximal effect; nearly all actives have a fitted effect of over 55% in size; some results filed as inactive show a strong effect at the top dose; inactives centre near -15; many of its hits are not listed in these tables
Target sequence (Q03431 whole entry, looked up): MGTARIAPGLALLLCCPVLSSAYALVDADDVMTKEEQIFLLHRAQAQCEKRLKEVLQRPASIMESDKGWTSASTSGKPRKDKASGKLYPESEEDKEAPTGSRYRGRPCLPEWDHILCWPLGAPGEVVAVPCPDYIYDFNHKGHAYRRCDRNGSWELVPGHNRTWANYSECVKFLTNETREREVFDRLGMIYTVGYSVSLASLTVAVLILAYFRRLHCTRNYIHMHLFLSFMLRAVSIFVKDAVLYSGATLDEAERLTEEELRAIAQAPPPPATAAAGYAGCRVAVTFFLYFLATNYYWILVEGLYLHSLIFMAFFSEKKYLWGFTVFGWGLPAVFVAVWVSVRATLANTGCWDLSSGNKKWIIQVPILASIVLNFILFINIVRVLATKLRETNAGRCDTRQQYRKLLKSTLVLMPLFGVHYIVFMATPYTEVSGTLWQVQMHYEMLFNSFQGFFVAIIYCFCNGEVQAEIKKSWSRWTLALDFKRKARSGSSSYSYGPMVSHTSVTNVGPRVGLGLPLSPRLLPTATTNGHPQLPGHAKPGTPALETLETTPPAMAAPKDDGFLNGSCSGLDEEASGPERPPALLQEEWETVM
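HEK-293-derived GP2 cells expressing PTHR1 and a GloSensor cAMP reporter, 3,000/well, plated overnight, given luciferin plus IBMX (each 0.5 mM as added) for 1 h at 37 °C, then compound for 1 h at 37 °C. Luminescence was read after 15 min at room temperature.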
Active calls of the source: *; i = inactive; ? = inconclusive; . = no result given; & = joins results of further samples; [ ] = another dose, or the depositor's remark. Unless noted, calls come from the whole dose curve; as a rule, active = well fitted curve in the direction sought with a large enough effect; inconclusive = small, poorly fitted or top-dose-only effect, or another doubt; inactive = no such curve, though single readings can be large; an effect the other way counts as inactive or inconclusive. Some of the compounds tested; rates above refer to the full screens.

Start of the listing, in advance (3 entries):
SMILES | CCT chaperon mod | DRD3 antagonist | EPAC2 antag | EPAC2 agonist | D3 ag | MmCpn inh | Akt phos inh | PTHR1 ag
COc1ccc(C2C(C(=O)N3CCOCC3)CCC(=O)N2c2cc(OC)c(OC)c(OC)c2)cc1 (configuration not stated) | -1.7 | 8 | 18% | 7% | 0 | 1% | i | i
Fc1ccc(C(CCCn2nnc(-c3cccnc3)n2)c2ccc(F)cc2)cc1 | -2.8 | 28 | -10% | 10% | 3 | 0% | i | -42%[inhibitor]
CCn1c(COc2cccc(OC)c2)nnc1SCC(=O)NC1CCCC1 | -2.3 | 14 | 12% | 4% | 9 | -27% | i | i

The listing (from the top)
SMILES | CCT chaperon mod | DRD3 antagonist | EPAC2 antag | EPAC2 agonist | D3 ag | MmCpn inh | Akt phos inh | PTHR1 ag
COc1ccc(C2C(C(=O)N3CCOCC3)CCC(=O)N2c2cc(OC)c(OC)c(OC)c2)cc1 (configuration not stated) | -1.7 | 8 | 18% | 7% | 0 | 1% | i | i
Fc1ccc(C(CCCn2nnc(-c3cccnc3)n2)c2ccc(F)cc2)cc1 | -2.8 | 28 | -10% | 10% | 3 | 0% | i | -42%[inhibitor]
CCn1c(COc2cccc(OC)c2)nnc1SCC(=O)NC1CCCC1 | -2.3 | 14 | 12% | 4% | 9 | -27% | i | i
CCOC(=O)/C(=N\NC(=O)c1ccccc1)c1ccccc1 | -0.4 | -3 | -1% | 14% | -3 | -9% | i | i
COc1cccc(NC(=O)CN(C)C(=O)c2cc(CN3C(=O)c4ccccc4C3=O)ccc2OC)c1 | 0.4 | -5 | 5% | 6% | -1 | . | i | -30%[inhibitor]
COc1ncnc2c1ncn2CCCNC1CCN(Cc2ccccc2)CC1 | 0.6 | 1 | 2% | 3% | 0 | . | i | -19%
COc1cc([N+](=O)[O-])ccc1NC(=O)N1CCCCCC1 | -1.6 | -20 | -1% | 12% | 1 | 0% | i | -1%
OC(CNC1CCCC1)COc1ccc(F)cc1 (configuration not stated) | -0.4 | -7 | 3% | -3% | -2 | -1% | i | i
COCCn1c(=NC(=O)CSC(C)=O)sc2cc(OC)ccc21 | -0.3 | -2 | 8% | 0% | 0 | -3% | i | i
CCCCCC(=O)Nc1ccc(N2CCOCC2)c(S(=O)(=O)Nc2ccc(OC)cc2)c1 | 0.1 | 3 | -14% | 8% | 3 | -2% | i | -9%
Cc1nnc(SCC(=O)Nc2ccc(S(N)(=O)=O)cc2)n(N)c1=O | 1.1 | -4 | -7% | 2% | 2 | 0% | i | i
CC(C)Cc1ccc(S(=O)(=O)Nc2ccc3[nH]c(=O)[nH]c3c2)cc1 | 3.9 | 5 | 19% | 2% | -3&-9 | 0% | i | -18%&-70%
CCN(c1ccc(C)cc1)S(=O)(=O)c1nnc(NC(=O)c2ccco2)s1 | 3.0 | -29 | -2% | -8% | -17 | -1% | i | -22%
O=C(/C=C/c1ccccc1[N+](=O)[O-])NCC1CCCO1 (configuration not stated) | -3.8 | -12 | 12% | 5% | 1 | 0% | i | i
CCOc1ccc(C(=O)CCC(=O)NC2=NCCS2)cc1 | -2.3 | -6 | -2% | 0% | -6 | -3% | i | -10%
COCCn1cc(C(=O)NCCCN2CCC(C)CC2)c2c3ccccc3n(C)c2c1=O | 0.0 | ? | 10% | -3% | -59 | -2% | i | -1%[57.5 µM]
CN1CCN(c2ccccc2NC(=O)c2c(F)cccc2F)CC1 | -9.7 | 1 | -1% | 5% | 3 | 3% | i | i
CCc1c(C)nc2ncnn2c1N1CCC(C(=O)N2CCN(c3ccc(F)cc3)CC2)CC1 | -1.2 | 27 | 2% | 8% | 21 | -1% | i | -7%[57.5 µM]
O=C(COC(=O)/C=C/c1ccccc1)NC1CCCCC1 | -2.4 | -7 | 7% | -3% | 0 | 1% | i | i
CCOC(=O)C(NC(=O)CC)(Nc1sc2c(c1C(=O)OC)CCN(C)C2)C(F)(F)F (configuration not stated) | 0.7 | 9 | 2% | -3% | -5 | 1% | i | i
O=C(CCN1C(=O)/C(=C\c2ccccc2)SC1=S)Nc1ccc(C(=O)O)cc1 | 1.1 | 8 | 2% | 7% | 1 | 3% | i | -11%
CCOc1ccc(NC(=O)NCc2ccco2)cc1 | -2.0 | 0 | 5% | 2% | 1 | -1% | i | -3%
CCOC(=O)c1ccc(S(=O)(=O)N2CCN(CC(=O)NC(=O)NC(C)(C)C)CC2)cc1 | -3.8 | -71* | -8% | 7% | 3 | 0% | i | -28%
CCN(CC)CCNC(=O)C1CCCCN1S(=O)(=O)c1cccc([N+](=O)[O-])c1 (configuration not stated) | 1.0 | -4 | 7% | 9% | -5 | 0% | i | i
Cc1ccc(C(=O)Nc2cccc(S(=O)(=O)N3CCCC3)c2)o1 | -3.1 | -13 | -4% | 11% | 2 | -3% | i | -31%[inhibitor]
CN(Cc1cc2ccccc2[nH]c1=O)S(=O)(=O)c1ccccc1 | -3.9 | 13 | -2% | -2% | 1 | 0% | i | -28%
COc1ccc(OC)c(NC(=O)c2nnn(CC(=O)Nc3ccc4c(c3)OCO4)c2N)c1 | -1.0 | 11 | 1% | 0% | 1 | -1% | . | -13%
CN(Cc1nc(Cc2ccccc2F)no1)[C@@H]1CS(=O)(=O)C[C@H]1O | 0.5 | 15 | -4% | 5% | 6 | 4% | i | i
O=C1CCC(C(=O)OCc2nnc(-c3ccc(Cl)cc3)o2)=NN1 | -2.3 | -6 | 20% | -1% | 8 | 0% | i | i
Cn1c(SCc2ccccc2F)nnc1-c1cnccn1 | -1.1 | 25 | -14% | 9% | -6 | -3% | . | -20%[57.5 µM]
COc1ccc2c(c1)CCc1cnc(N)nc1-2 | -2.0 | -12 | -2% | 0% | 2 | -1% | i | -4%
COc1ccc(CNC(=O)CN(C(=O)CCC(=O)Nc2nccs2)c2ccccc2C)cc1 | -0.4 | -3 | 3% | 5% | 4 | 2% | i | i
O=C1CC(c2cccc(Cl)c2)Cc2nc(N3CCN(c4ccccc4)CC3)ncc21 (configuration not stated) | 1.4 | 0 | -3% | -1% | 0 | -5% | -97%* | -36%[inhibitor]
Cc1nn(CC(=O)N2CCOCC2)c(=O)c2c1sc1ccccc12 | -4.4 | 14 | 0% | 4% | 1 | -6% | i | i
CC1=C(C(=O)N(C)C)CC(CC(=O)NC2CCCCC2)C(=O)N1Cc1ccc(C(C)(C)C)cc1 (configuration not stated) | -0.5 | 6 | -8% | -6% | 1 | . | i | -36%[inhibitor]
CC(C)(C)NCCCCOc1ccc(F)cc1 | -0.7 | -11 | 3% | 0% | -11 | 0% | i | -18%[57.5 µM]
COc1cc(C(C[N+](=O)[O-])c2c(C)[nH]c3ccccc23)cc(OC)c1OC (configuration not stated) | 1.3 | 32 | 6% | 4% | -1 | 0% | i | i
CN1CCN(C2=Cc3ccccc3Sc3cc(F)ccc32)CC1 | -0.7 | 0 | -4% | 1% | 0 | -3% | i | i
CC1CCCCN1C(=O)c1cc(F)c(F)cc1Cl (configuration not stated) | -4.4 | 12 | 1% | -4% | -1 | -1% | i | i
COc1ccc(OC)c(NC(=O)C2CC(=O)n3ncnc3N2)c1 (configuration not stated) | 0.4 | -3 | -2% | 9% | -5 | 0% | i | 1%[57.5 µM]
CN(CC(=O)Nc1ccccc1Cl)CC(=O)Nc1ccccc1[N+](=O)[O-] | 0.3 | 8 | -7% | -8% | 3 | 0% | i | -15%
CCOC(=O)Cc1ccc(NS(=O)(=O)c2ccc(SC)cc2)cc1 | -0.1 | 0 | -12% | 0%[15.6 µM] | 3 | 0% | . | -13%[57.5 µM]
N#Cc1ccccc1N=Cc1ccc(Br)cc1 | -0.7 | 11 | 13% | -2% | 4 | -1% | i | i
CC1(C)CC(=O)C=C(NCc2cccs2)C1 | 0.8 | -9 | -2% | 9% | -9 | 0% | i | ?
Cc1cccc(CSc2nnc(N)n2-c2ccccc2)c1 | 1.0 | 0 | -2% | 6% | -8 | ? | i | i
CC(C)[C@H](NS(=O)(=O)/C=C/c1ccccc1)C(=O)OCC(=O)NC(N)=O | -3.2 | 1 | 8% | 10% | 1 | 4% | i | 14%
Cc1cc(C(=O)N/N=C/c2c(C)nn(-c3ccccc3)c2C)c(C)o1 | -1.2 | 3 | 1% | 9% | 4 | 1% | i | i
Cc1cc(C(=O)CN2C(=O)C(=O)N(C)C2=O)c(C)n1-c1cccc(S(=O)(=O)N2CCOCC2)c1 | 0.1 | 10 | 2% | 0% | 1 | 1% | i | -4%
N#C/C(=C/c1ccccc1[N+](=O)[O-])c1nnc2n1CCCCC2 | -2.0 | 8 | 0% | -5% | 4 | 0% | i | i
O=C(Nc1cccnc1)c1cc([N+](=O)[O-])ccc1Cl | -3.7 | -29 | -6% | 2% | -10 | 3% | i | i
Next compounds follow:
SMILES | CCT chaperon mod | DRD3 antagonist | EPAC2 antag | EPAC2 agonist | D3 ag | MmCpn inh | Akt phos inh | PTHR1 ag
Nc1ncnc2c1ncn2CCc1ccccc1 | -2.1 | 0 | 0% | 8% | 9 | -8% | i | -7%
Cc1ccc(-c2cc(C(F)F)n3ncc(C(=O)N4CCc5ccccc54)c3n2)cc1 | 1.8 | -16 | 1%[57.1 µM] | 1% | -7 | -6% | i | -11%
O=c1cc(CN2CCN(c3ccccc3F)CC2)c2cc3c(cc2o1)CCCC3 | -1.3 | -62* | 2% | 8% | -29 | -1% | i | -3%
Cc1nc(-c2nnc(SCC(=O)Nc3ccc(Cl)cc3)n2C)cs1 | -0.7 | -12 | 2% | -9% | 0 | -8% | i | i
CCC(C)C(NC(=O)OC(C)(C)C)C(=O)NC(C(=O)NC(C)C(N)=O)C(C)C (configuration not stated) | 0.8 | 4 | 4% | -11% | -1 | 2% | i | i
COc1c(Cl)cc(Cl)cc1C(=O)Nc1ccccc1N1CCN(C(C)=O)CC1 | 0.4 | 55 | 1% | -1% | 2 | . | i | i
